N370S GC: inhibits or activates N370S mutant glucocerebrosidase; P04062; N370S GC spleen homogenate, 4MU-glucoside fluorescence; Potency, µM (highest dose often 59.4 µM), for inactives: at the top dose activity change, negative = inhibition, most hits filed as inhibitors; 330,000 compounds, 0.092% hits; AID 2101;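 further: 0% = full enzyme activity and -100% = no enzyme basal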
FEN1 inh: blocks human flap endonuclease 1 | P39748 | Recombinant FEN1 flap cleavage, fluorescence, 15 min | Potency, µM (highest dose often 114 µM), for the others: top-dose activity change, negative = inhibition, most hits filed as inhibitors | 390,000 compounds, 0.35% hits; further: nearly all actives have a fitted effect of over 65% in size
Target sequence (P39748 whole entry, looked up): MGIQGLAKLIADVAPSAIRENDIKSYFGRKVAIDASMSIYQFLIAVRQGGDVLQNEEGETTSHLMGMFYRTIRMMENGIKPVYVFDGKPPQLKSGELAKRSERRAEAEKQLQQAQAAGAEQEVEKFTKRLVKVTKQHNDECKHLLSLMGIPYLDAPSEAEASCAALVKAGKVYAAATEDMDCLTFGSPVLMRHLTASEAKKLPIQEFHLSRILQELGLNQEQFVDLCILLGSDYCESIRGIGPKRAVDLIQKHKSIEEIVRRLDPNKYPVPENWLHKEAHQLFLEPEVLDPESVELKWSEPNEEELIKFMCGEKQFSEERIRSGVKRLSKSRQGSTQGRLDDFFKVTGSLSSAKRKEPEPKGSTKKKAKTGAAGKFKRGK
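FEN1 at 10 nM, compound pretreatment for 15 min (room temperature), 50 nM final substrate to initiate; endpoint reads at 0 and 15 min; DMSO-only plates used as vehicle background.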
KAT2A inh: inhibitors of human GCN5L2 histone acetyltransferase. 390,000 compounds, 0.21% hits. Q92830. Potency, µM (doses to about 58.9 µM), inactives show top-dose activity change, negative = inhibition, most hits filed as inhibitors. GCN5L2 HAT assay, ThioGlo1 CoA-SH fluorescence
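Titration-based screen in which CoA formation is detected via maleimide probe ThioGlo1 (50uM) turning fluorescent on thiol reaction; substrates H3(1-25) 75uM and acetyl-CoA 70uM, GCN5L2 20nM, 20 min incubation at room temperature.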
Active calls of the source: *; ? = inconclusive; · = no result given; & = joins results of further samples; [ ] = dose if it differs, or a comment. The call rests on the fitted dose curve; in most records, active means well fitted curve in the direction sought with a large enough effect; inconclusive means small, poorly fitted or top-dose-only effect, or another doubt; inactive means no such curve, though single readings can be large; an effect the other way counts as inactive or inconclusive. Unless noted, on the % scale 0 is the no-effect control and ±100 the full control effect; potency means the concentration at half of the fitted maximal effect.

Structure | N370S GC | FEN1 inh | KAT2A inh
Cc1nn(CC(C)C(=O)N2CCN(S(=O)(=O)c3ccc(Cl)cc3)CC2)c(C)c1C (centres undefined) | 5% | -6% | -6%
O=C(NNC(=O)c1ccc(-c2ccccc2)cc1)c1ccccc1 | -1% | 6% | -17%
O=C(NCCN1CCOCC1)c1cc(-c2ccccc2)on1 | 5% | -13% | 1%
CCn1c(C)c2c([n+]1CC)CC(C)(C)CC2=O | 4% | -3% | -26%
C=CCC1(Cl)C(=O)C(Cl)=C(N2CCN(C)CC2)C1(OC)OC (centres undefined) | -2% | 19% | -10%
CCCNC(=O)CSC1=N/C(=C/c2ccc(F)cc2)C(=O)N1CC | -4% | -4% | -1%
C=CC[C@@H](Cc1ccc(F)cc1)C(=O)OC[C@H]1CCCN1C(=O)[C@H](CC=C)CC(=O)NCCO | · | 1% | 2%
COc1ccc(/C=N/NC(=O)CNS(=O)(=O)c2ccccc2)cc1 | · | -3% | -3%
COC(CNS(=O)(=O)c1ccc(S(=O)(=O)N2CCCC2)cc1)OC | -1% | 1% | -8%
O=C1NCCCC1C(=O)N/N=C/c1cccc(Cl)c1 (centres undefined) | -11% | 0% | -5%
Cc1nnc(Nc2ccc3c(c2)OCO3)c2ccccc12 | 8% | 3% | 1%
CC(=O)Oc1ccc2nc(-c3ccc(Br)o3)oc(=O)c2c1 | -6% | 10% | -14%
Cc1cc(-c2ccn[nH]2)c(C)s1 | -11% | 12% | -17%
O=C(NCCN1CCOCC1)c1ccccc1[N+](=O)[O-] | -3% | 1% | -6%
Cc1cccc(N2CC(C(=O)Nc3nnc(SCC(=O)N4CCOCC4)s3)CC2=O)c1 (centres undefined) | -4% | 12% | -17%
Nc1ccn(Cc2cccc(Cl)c2)n1 | 1% | -1% | -8%
Cc1c(C)n(CCCN(C)C)c2ncnc(Nc3ccc(F)cc3)c12 | -16% | -20% | -21%
Cc1ccc(NCc2ccc(O)c3ncccc23)cc1C | 3% | 5% | -7%
COc1cc(OC)cc(C(=O)NNC(=S)NCc2ccco2)c1 | 5% | -3% | -3%
CCC1=C(OC(=O)N(CC)CC)N2C(=O)OC(=NCC(=O)OC)[C@]2(Cc2ccccc2)[C@H]2C1=CC[C@H]1C(=O)N(CC(=O)OC)C(=O)[C@H]12 | -4%&-4% | 0% | 4%
COc1ccc(-c2cc(C)no2)cc1S(=O)(=O)NCCCN1CCCCCC1 | -27% | 14% | -2%
COc1ccc(NC(=O)CN(C)C(=O)c2ccccc2OC)cc1 | -9% | 10% | 0%
C=CCNC(=O)CCCCC(=O)NCC=C | 2% | 2% | 0%
Cc1cc(C)n2c(Nc3ccc4c(c3)OCCO4)c(-c3ccco3)nc2n1 | 19% | · | -11%
COc1ccc(NC(=O)CCCn2cnc3ccccc3c2=O)cc1 | -3% | 0% | -1%
Cc1cccc(C)c1NC(=O)Cn1nnc(-c2ccc(CN3CCC(C)CC3)cc2)n1 | -7% | 9% | -1%
CCC(C)N1C(=O)CCC1C(=O)N1CCN(c2ccccc2F)CC1 (centres undefined) | 6% | 3% | -6%
CN(C(=O)CSc1cccc[n+]1[O-])C1CCCCC1 | · | 0% | 0%
COc1ccc(C2N3CC4(C)CN2CC(C)(C3)C4)cc1OC (centres undefined) | ? | 3% | 0%
O=C(CNC(=O)c1ccc(Cl)cc1Cl)NCC(=O)Nc1ccccc1N1CCOCC1 | 9% | -5% | -13%
OCC[C@H]1C[C@@H](O)[C@H](O)[C@]2(Cc3ccccc3O2)O1 | -2% | -4% | -5%
Cc1cc(C(=O)CN2C(=O)NC3(CCCCCC3)C2=O)c(C)n1C | -5% | 0% | -3%
CCOc1ccc(NC(=O)C2CCC(CNc3c(N4CCC(C)CC4)c(=O)c3=O)CC2)cc1 (centres undefined) | 1% | -4% | -14%
CCOC(=O)c1ccc(NC(=S)NCc2cccnc2)cc1 | -1% | 4% | -9%
O=C(Nc1ccc(Br)cc1Cl)c1ccc2c(=O)n3c(nc2c1)CCC3 | 5% | 3% | ?
CC1(OC(=O)CCc2ccccc2)C(=O)C=C2C=C(c3ccc(C#N)cc3)N(Cc3ccco3)C=C2C1=O (centres undefined) | 4%[12.8 µM] | -13% | -13%
Cc1noc(C)c1-c1cc(NCc2cccs2)ncn1 | 6% | · | -23%
CNC(=O)c1c(N)sc2c1CCCCC2 | 5% | · | -11%
CCOC(=O)c1c(-c2ccccc2)csc1NC(=O)c1nc(S(=O)(=O)CC)ncc1Cl | · | 1% | -6%
CCN(CC)C(=O)c1ccc2nc(-c3ccccc3)c(-c3ccccc3)nc2c1 | 6% | -17% | 0%
COc1ccc(Cl)c(Cn2c(NCc3ccccn3)nc3c2c(=O)n(C)c(=O)n3C)c1 | -1% | 1% | 4%
CCc1ccc(CNC(=O)C2CCCN(S(=O)(=O)N(CC)c3ccccc3)C2)cc1 (centres undefined) | 3% | -18% | -5%
CCOC(=O)N1CCN(C(=O)CC(C(=O)N2CCc3ccccc32)n2ccnc2)CC1 (centres undefined) | 21% | 0% | -19%
Cc1ccccc1CN1CCCOCCS1(=O)=O | -11% | 17%&3% | 1%
O=C(CSc1nc(O)cc(=O)n1-c1ccccc1)c1ccc(Br)cc1 | 5% | -12% | -10%
O=C(N/N=C/c1cccc2nccnc12)c1ccccc1O | -1% | 16% | -5%
COc1ccc(Cc2c[nH]c(=O)[nH]c2=O)cc1 | · | ? | 3%
Cc1ccccc1-c1cc(C(=O)NCc2ccco2)n(CC2CC(c3cccnc3)=NO2)n1 (centres undefined) | · | -1% | -9%
O=C1c2[nH]nc(-c3ccccc3O)c2C(c2ccc(Cl)cc2)N1CCc1ccccc1 (centres undefined) | · | 3% | 1%
O=C(CSc1ncc2c(n1)-c1ccccc1N(Cc1ccc(F)cc1)S2(=O)=O)NCc1ccccc1 | · | 1% | -22%
CCCCN(C(=O)CSc1cc(C)c2ccccc2n1)c1c(N)n(Cc2ccccc2)c(=O)[nH]c1=O | -9% | 1% | -3%
CCOC(=O)c1ccc(N2CCN(c3cc(Cl)ccc3C)CC2)c(NC(=O)Nc2cccc(OC)c2)c1 | · | 10% | -2%
COc1cccc(N2CC(=O)Nc3c(oc4nc(-c5ccccc5)cc(C)c34)C2=O)c1 | -12% | -9% | -4%
O=c1c(-c2ccccc2)c(O)c2ccccc2n1-c1ccccc1 | -13% | 8% | 3%
CCc1c(C)c(C#N)c2nc3ccccc3n2c1NCCOC | ? | -13% | 4%
COc1cccc(-c2cc(C(=O)Nc3ccncc3)c3ccccc3n2)c1 | -18% | ? | -4%
CCCC(CCC(=O)Nc1ccc(C(=O)OCC)cc1)C(=O)O (centres undefined) | -4% | 3% | 0%
Cc1ccc(CNC(=O)C2CCN(S(=O)(=O)c3cn(C)cn3)CC2)cc1 | · | 15% | -2%
COc1cccc(C(=O)NCCS(=O)(=O)N2CCCCC2)c1 | -11% | -1% | -6%
Cc1cc(OCC(=O)NNC(=O)c2cnccn2)cc(C)c1Cl | -4% | -5% | -4%

Laid out differently: two of the compounds above
O=C1NCCCC1C(=O)N/N=C/c1cccc(Cl)c1 (centres undefined)
  N370S GC = -11%
  FEN1 inh = 0%
  KAT2A inh = -5%

Cc1nnc(Nc2ccc3c(c2)OCO3)c2ccccc12
  N370S GC = 8%
  FEN1 inh = 3%
  KAT2A inh = 1%

Remaining list, next part:
Structure | N370S GC | FEN1 inh | KAT2A inh
COc1ccc(C2(O)C(=O)Nc3ccc(C)cc32)cc1 (centres undefined) | -6% | 6% | -21%
COc1ccccc1C(NC(=O)C1CCCCC1)c1c(O)ccc2ccccc12 (centres undefined) | -8% | -10% | -1%
COc1ccc(CCNC(=O)c2cc(=O)c3cc(C)c(C)cc3o2)cc1OC | · | 14% | 0%
Cc1ccc(C)c(N2CCN(C(=O)CN3C(=O)COc4ccc(S(=O)(=O)N5CCCC5)cc43)CC2)c1 | · | -1% | 3%
Cc1cc(=O)[nH]c(N/N=C/c2cn(CCC#N)nc2-c2ccccc2)n1 | ? | -10% | -3%
COc1ccc(/C=C/C(=O)OCC(=O)NCCC2=CCCCC2)cc1S(=O)(=O)N1CCOCC1 | 0% | 3% | -1%
Cc1ccc(C(=O)N/N=C\c2ccc[nH]2)cc1[N+](=O)[O-] | 1%[12.8 µM] | -9% | ?
CCC1C(=O)NCCN1C(=O)c1ccccc1OC1CCN(S(C)(=O)=O)CC1 (centres undefined) | 4% | 3% | 4%
CCOc1ccc(Br)cc1S(=O)(=O)NCCN1CCCC1 | -3% | 3% | 27%
CC(C)[C@H](NS(=O)(=O)c1ccc2c(c1)OCCO2)C(=O)OCC(=O)Nc1ccccc1Cl | 14% | -7% | -1%
COc1ccc2cc(/C=N/NC(=O)c3c(Cl)cnn3C)c(Cl)nc2c1 | 18% | -4% | -6%
COC(=O)C1C2C=CC(C3CC23)C1C(=O)OCC(=O)c1ccccc1 (centres undefined) | 18% | -10% | 3%
CC(=O)N1CCN(C(=O)COc2ccccc2C(=O)Nc2ccccc2)CC1 | 0% | -7% | -3%
CCC(=O)N1CCCc2cc(S(=O)(=O)N3CCC(C(=O)NC4CCC(C)CC4)CC3)ccc21 (centres undefined) | · | -6% | -1%
Cc1ccccc1CCNC(=O)CCn1ccc2cc(S(=O)(=O)N3CCCC3)ccc21 | -19% | -22% | -4%
O=C1CC(c2nc3ccccc3n2Cc2c(F)cccc2Cl)CN1c1cccc(C(F)(F)F)c1 (centres undefined) | · | -4% | -11%
Nc1c(S(=O)(=O)c2cccs2)c2nc3ccccc3nc2n1Cc1cccs1 | ? | 1% | -8%
O=C(Cn1c(=O)n(Cc2ccco2)c(=O)c2ccccc21)Nc1ccc(Cl)cc1Cl | · | -1% | -6%
Nc1c(C(=O)c2ccccc2)sc2nsc(SCCN3CCOCC3)c12 | -23% | -14% | -5%
CCc1nn2c(-c3ccccc3OC)ccnc2c1-c1ccc(F)cc1 | · | 0% | -17%

18 structures from above, ordered by SMILES length, falling.
Structure | N370S GC | FEN1 inh | KAT2A inh
Cc1ccc(C)c(N2CCN(C(=O)CN3C(=O)COc4ccc(S(=O)(=O)N5CCCC5)cc43)CC2)c1 | · | -1% | 3%
CC(C)[C@H](NS(=O)(=O)c1ccc2c(c1)OCCO2)C(=O)OCC(=O)Nc1ccccc1Cl | 14% | -7% | -1%
CCC(=O)N1CCCc2cc(S(=O)(=O)N3CCC(C(=O)NC4CCC(C)CC4)CC3)ccc21 (centres undefined) | · | -6% | -1%
COc1ccc(/C=C/C(=O)OCC(=O)NCCC2=CCCCC2)cc1S(=O)(=O)N1CCOCC1 | 0% | 3% | -1%
O=C1CC(c2nc3ccccc3n2Cc2c(F)cccc2Cl)CN1c1cccc(C(F)(F)F)c1 (centres undefined) | · | -4% | -11%
O=C(Cn1c(=O)n(Cc2ccco2)c(=O)c2ccccc21)Nc1ccc(Cl)cc1Cl | · | -1% | -6%
Cc1ccccc1CCNC(=O)CCn1ccc2cc(S(=O)(=O)N3CCCC3)ccc21 | -19% | -22% | -4%
CCC1C(=O)NCCN1C(=O)c1ccccc1OC1CCN(S(C)(=O)=O)CC1 (centres undefined) | 4% | 3% | 4%
Cc1cc(=O)[nH]c(N/N=C/c2cn(CCC#N)nc2-c2ccccc2)n1 | ? | -10% | -3%
COc1ccc(CCNC(=O)c2cc(=O)c3cc(C)c(C)cc3o2)cc1OC | · | 14% | 0%
CC(=O)N1CCN(C(=O)COc2ccccc2C(=O)Nc2ccccc2)CC1 | 0% | -7% | -3%
COc1ccccc1C(NC(=O)C1CCCCC1)c1c(O)ccc2ccccc12 (centres undefined) | -8% | -10% | -1%
Nc1c(C(=O)c2ccccc2)sc2nsc(SCCN3CCOCC3)c12 | -23% | -14% | -5%
CCc1nn2c(-c3ccccc3OC)ccnc2c1-c1ccc(F)cc1 | · | 0% | -17%
Cc1cc(OCC(=O)NNC(=O)c2cnccn2)cc(C)c1Cl | -4% | -5% | -4%
COc1cccc(C(=O)NCCS(=O)(=O)N2CCCCC2)c1 | -11% | -1% | -6%
COc1ccc(C2(O)C(=O)Nc3ccc(C)cc32)cc1 (centres undefined) | -6% | 6% | -21%
CCOc1ccc(Br)cc1S(=O)(=O)NCCN1CCCC1 | -3% | 3% | 27%

Outcome played no part in choosing rows. Share with any hit: about 0.54%.
